# Bioassay records as filed in PubChem.
# IDE cell inh – inhibitors of human insulin-degrading enzyme in cells. HEK cells, FAbetaB cleavage, fluorescence polarization. inhibition, % at 5.59 µM. hit rate 0.41% among 320,000;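 active = percent inhibition above the average of all tested compounds plus 3 SD, set per screening campaign, cut at about 16% in these data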;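 also: IDE supplied by intact live HEK cells; FP after avidin binding of uncleaved biotin substrate so inhibition keeps polarization high; 0% = DMSO wells and 100% = 60 µM reference IDE inhibitor Ii1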
# pCIP destab – lowers stability of the mouse p/CIP coactivator protein; Q05BA5; F442A p/CIP-EGFP cells, EGFP fluorescence, 16 h; decrease of EGFP signal, % at 10 µM; hit rate 0.01% among 290,000;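 active = EGFP signal decrease of at least 30% at 10 µM or well 3 SD below plate mean, unless failing retest; inactive = the rest, including hits failing retest or dose response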; also: some compounds called inactive have numbers as strong as hits; many of its hits are not listed in these tables
# MEKK2wt PB1 HTS – raises or lowers MEK5 binding to wildtype human MEKK2 PB1 domain | bead flow cytometry, Alexa488-MEK5 binding to MEKK2 WT; actives lie on both sides | binding response (% of control), % at 10 µM | hit rate 1.1% among 290,000; in the data active = binding response below about 67% or above about 130%; inconclusive = no clear call, values can overlap the other calls; inactive = in between
# IDE act – boosts human insulin-degrading enzyme activity in HEK cells | FAbeta-B cleavage, fluorescence polarization; 0% vehicle, 100% cell-free pure enzyme wells | activation, % at 5.96 µM | hit rate 0.073% among 340,000 | AID 493087;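 active = activation above the mean of all tested compounds plus 3 SD, set per screening campaign, cut at about 17% in these data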
# MEKK3 PB1 HTS – raises or lowers MEK5 binding to the human MEKK3 PB1 domain; binding response (% of control), % at 10 µM; bead-based flow cytometry, Alexa488-MEK5 binding to MEKK3; actives lie on both sides; 0 = blocked by unlabeled MEK5, 100 = vehicle; hit rate 1.4% among 290,000; Q99759;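 active = binding response more than 3 SD above or below the average of its plate-row segment, actives on both sides; inconclusive = wells at one plate position flagged as instrument error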;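 also: Alexa488 bead fluorescence after subtracting the streptavidin-only scavenger bead signal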
# Target sequence (Q99759 whole entry, looked up, the tested form may be a part): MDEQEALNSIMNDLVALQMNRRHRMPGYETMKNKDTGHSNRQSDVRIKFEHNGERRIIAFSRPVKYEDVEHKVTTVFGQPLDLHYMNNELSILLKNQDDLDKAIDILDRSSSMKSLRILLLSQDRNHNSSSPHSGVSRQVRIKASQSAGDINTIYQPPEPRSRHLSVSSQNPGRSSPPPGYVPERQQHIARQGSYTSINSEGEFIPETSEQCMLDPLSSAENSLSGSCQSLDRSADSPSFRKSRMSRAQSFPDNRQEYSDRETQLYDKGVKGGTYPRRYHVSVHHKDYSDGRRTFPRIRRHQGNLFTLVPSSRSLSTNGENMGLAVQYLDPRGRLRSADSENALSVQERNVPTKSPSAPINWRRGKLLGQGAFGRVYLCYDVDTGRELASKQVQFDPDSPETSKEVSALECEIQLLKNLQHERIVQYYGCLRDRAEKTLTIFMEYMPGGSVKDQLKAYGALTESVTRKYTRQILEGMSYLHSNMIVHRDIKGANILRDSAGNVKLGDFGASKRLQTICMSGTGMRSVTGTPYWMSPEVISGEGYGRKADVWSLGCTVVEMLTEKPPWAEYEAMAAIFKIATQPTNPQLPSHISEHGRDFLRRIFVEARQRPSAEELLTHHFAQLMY
# SUMO HTRF inh – inhibitors of human SUMOylation (UBC9). inhibition, % at 35 µM. HTRF SUMOylation assay, SAE1/SAE2 + UBC9, in vitro. P63279. AID 2006. hit rate 0.36% among 290,000; in the data active = inhibition above about 50%, passing the limit was not always enough; inconclusive = no clear call, values can overlap the other calls; also: strong numbers were not always called active
# Target sequence (P63279 whole entry, looked up): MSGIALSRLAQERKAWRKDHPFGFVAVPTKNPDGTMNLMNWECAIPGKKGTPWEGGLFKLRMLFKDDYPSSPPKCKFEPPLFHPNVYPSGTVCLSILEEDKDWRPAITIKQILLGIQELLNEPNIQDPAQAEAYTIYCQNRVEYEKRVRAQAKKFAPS
# NALP1 yeast inh – blocks the NALP1 inflammasome reconstituted in yeast | hit rate 0.61% among 280,000 | S. cerevisiae NALP1/ASC/caspase-1 growth, X-gal OD620, 72 h | inhibition, % at 10 µM | AID 2071; in the data active = inhibition mostly above about 24%, no sharp cut-off; inactive = mostly below about 32%; also: some compounds called inactive have numbers as strong as hits
# PfM18AAP inh – blocks P. falciparum M18 aspartyl aminopeptidase. inhibition, % at 7.35 µM. hit rate 1.2% among 290,000. recombinant PfM18AAP, H-Glu-NHMec fluorogenic cleavage;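 active = inhibition above the campaign mean inhibition over all tested compounds plus 3 SD, cut at about 28% in these data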;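 also: 0% = plate median of test compound wells and 100% = 2 mM ZnCl2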
# MEKK2 mut-MEK5 – signal of MEK5 binding to mutant human MEKK2 PB1 domain. bead flow cytometry, Alexa488-MEK5 binding to MEKK2 mutant. percent response, % at 10 µM. hit rate 0.35% among 290,000; in the data active = percent response above about 24%, passing the limit was not always enough; also: inactives centre near 1; some results filed as inactive read as strong as hits; reference of the scale not given here
# * = called active by the depositor; ? = inconclusive; . = not tested or not shown; & = joins results of further samples; ! = not active in a repeat; [ ] = remark or other dose.
IDE cell inh	pCIP destab	MEKK2wt PB1 HTS	IDE act	MEKK3 PB1 HTS	SUMO HTRF inh	NALP1 yeast inh	PfM18AAP inh	MEKK2 mut-MEK5	Structure
2.0	-6.1	99.0	6.6	85.0	-23.2	19.9	-3.4	1.0	CCCCCC(=O)O[C@]1(C(C)=O)CC[C@H]2[C@@H]3CCC4=CC(=O)CC[C@]4(C)[C@H]3CC[C@@]21C
0.1	-1.9	102.0	-2.3	100.0	6.7	3.5	4.2	7.0	COc1ccc(-c2cc(=O)c3c(O)cc(O[C@@H]4O[C@H](CO[C@@H]5O[C@@H](C)[C@H](O)[C@@H](O)[C@H]5O)[C@@H](O)[C@H](O)[C@H]4O)cc3o2)cc1O
-5.9	-5.5	68.0	6.2	85.0	?	14.0	29.5*	-9.0	O=c1oc2c(O)c(O)cc3c(=O)oc4c(O)c(O)cc1c4c23
1.7	-13.9	108.0	3.6	101.0	-0.8	8.3	-5.9	9.0	CN(C)CCC[C@]1(c2ccc(F)cc2)OCc2cc(C#N)ccc21
0.9	.	107.0	6.2	107.0	.	.	.	2.0	CCOC(=O)[C@H](CCc1ccccc1)N[C@@H](C)C(=O)N1Cc2ccccc2C[C@H]1C(=O)O
-0.8	-7.8	105.0	1.7	104.0	-15.9	3.6	5.3	6.0	Cc1cccc2c1NC(=O)C2(c1ccc(O)cc1)c1ccc(O)cc1
6.1&-2.2	.	110.0	-2.5&-8.8	107.0	.	.	.	3.0	Oc1ccc(C2CNCCc3c2cc(O)c(O)c3Cl)cc1 (stereo not drawn)
3.7	0.3	94.0	-6.4	89.0	-3.5	17.5	-0.2	5.0	O=C(O)c1cccnc1Nc1cccc(C(F)(F)F)c1
3.5	3.1	100.0	-0.6	85.0	3.3	22.7	0.5	7.0	CN1CCCN=C1COC(=O)C(O)(c1ccccc1)C1CCCCC1 (stereo not drawn)
.	-13.9	131.0	8.0	101.0	-12.9	13.7	2.9	17.0	C=CC[n+]1ccc(/C=C2\C=Cc3cc(C)ccc3N2CC)c2ccccc21
-1.7	.	111.0	1.2	112.0	.	.	.	3.0	NC1CCN(c2nc3c(cc2F)c(=O)c(C(=O)O)cn3-c2ccc(F)cc2F)C1 (stereo not drawn)
2.4	.	108.0	4.8	107.0	.	.	.	1.0	Cc1ccc(=O)n(-c2ccccc2)c1
6.3	4.3	102.0	3.0	95.0	-23.7	25.1	-0.2	4.0	C1COC(NC(C2CC2)C2CC2)=N1
.	-1.5	108.0&101.0	.	108.0&102.0	5.0	-3.9	51.3*	2.0&-1.0	N#Cc1ccc(C(c2ccc(C#N)cc2)n2cncn2)cc1
4.5	-0.3	98.0&97.0	0.9	98.0&98.0	0.9	2.6	1.5	1.0&-2.0	C/C=C/C(=O)N(CC)c1ccccc1C
-2.7	-4.5	107.0&98.0	-3.2	108.0&100.0	-1.8	-5.6	0.6	3.0&5.0	CC(=O)Nc1ccc(CC(=O)O)cc1
3.3	-7.7&-0.1	107.0&98.0	4.0	87.0&100.0	16.5&-1.3	12.7&9.6	-13.2&-0.6	0.0&0.0	CC(=O)CCCCn1c(=O)c2c(ncn2C)n(C)c1=O
0.4	-0.1	101.0	2.5	107.0	-0.6	15.3	4.4	4.0	C/C=C(/C)C(=O)OC(C)(C)[C@@H]1Cc2c(ccc3ccc(=O)oc23)O1
-1.9	-0.4	111.0	7.2	106.0	1.5	7.2	-1.7	7.0	CCN(CC)CCOC(=O)c1ccc(N)cc1
.	-7.5	103.0	.	104.0	18.2	3.6	6.1	6.0	Nc1nc(O)c(N=Nc2ccc(S(N)(=O)=O)cc2)c(=O)[nH]1
4.3	-1.5	95.0	4.9	88.0	-2.6	26.9	2.6	4.0	CCCCNc1ccc(C(=O)OCCN(C)C)cc1
-0.2	-18.9&0.5	104.0&95.0&95.0	-2.1	85.0&100.0&102.0	-8.4&-2.8	30.4&3.7	-0.6&0.2&2.4	5.0&0.0&-3.0	COc1ccc(C2CNC(=O)C2)cc1OC1CCCC1 (stereo not drawn)
-0.6	.	106.0	7.6	103.0	.	.	.	5.0	CC12CCC(=O)C=C1CCC1C2CCC2(C)C1CCC2(O)C(=O)CO (stereo not drawn)
0.1&3.3&7.6	-8.0&-4.6	132.0&92.0&58.0	0.8&9.3&2.1	35.0*![inhibitor]	17.7&-17.8	8.6&16.2	-1.1&3.5&2.6	10.0&2.0&6.0	Cc1ccc(N(CC2=NCCN2)c2cccc(O)c2)cc1
1.0	-6.2&-0.9	100.0&116.0&104.0	3.7	99.0&103.0&97.0	24.1&-5.5	23.5&5.5	-9.5&1.3	-2.0&5.0&2.0	CN(C)CCCC1(c2ccc(F)cc2)OCc2cc(C#N)ccc21 (stereo not drawn)
-0.9	.	102.0	.	99.0	.	.	.	1.0	NC(N)=O
-1.3	6.5	97.0	-4.1	90.0	7.0	23.7	-0.4	-4.0	COc1ccc(C[C@H]2COC(=O)[C@@H]2Cc2ccc(OC3OC(CO)C(O)C(O)C3O)c(OC)c2)cc1OC (stereo partly drawn)
-1.9	2.1	96.0	.	91.0	8.6	25.1	-2.9	5.0	CCn1cc(C(=O)O)c(=O)c2cnc(N3CCNCC3)nc21
0.4	-2.7	110.0	5.3	116.0	6.9	23.9	6.0	4.0	CCC(NC(C)C)C(O)c1ccc(O)c2[nH]c(=O)ccc12 (stereo not drawn)
.	-10.1	98.0	.	100.0	20.5	-0.3	19.5	0.0	COc1cc2ncnc(Nc3cccc(Cl)c3)c2cc1OC
5.9	-3.0	99.0	2.2	111.0	28.4	4.8	3.7	2.0	CC1Cc2ccccc2N1NC(=O)c1ccc(Cl)c(S(N)(=O)=O)c1 (stereo not drawn)
2.8	2.0	96.0	0.3	103.0	-2.6	30.8	3.1	1.0	CC(C)=CCOc1c2ccoc2cc2oc(=O)ccc12
-1.2	9.6	32.0*[inhibitor]	7.9	67.0*[inhibitor]	-17.7	11.0	0.1	2.0	O=C(O)CCC(=O)c1ccc(-c2ccccc2)cc1
1.1	-14.7	107.0&100.0	.	109.0&104.0	12.4	4.7	3.6	1.0&2.0	CCCc1nc(C(C)(C)O)c(C(=O)O)n1Cc1ccc(-c2ccccc2-c2nn[nH]n2)cc1
10.2	-15.3	112.0	-1.8	95.0	-42.2	13.7	-2.4	4.0	Cc1cncn1CCc1nc2c3ccccc3nc(SCC(=O)Nc3cccc(Cl)c3)n2n1
2.6	.	102.0	3.6	100.0	.	.	.	1.0	CCc1ccc(CCOc2ccc(CC3SC(=O)NC3=O)cc2)nc1 (stereo not drawn)

# 13 consecutive entries already listed:
IDE cell inh	pCIP destab	MEKK2wt PB1 HTS	IDE act	MEKK3 PB1 HTS	SUMO HTRF inh	NALP1 yeast inh	PfM18AAP inh	MEKK2 mut-MEK5	Structure
0.1&3.3&7.6	-8.0&-4.6	132.0&92.0&58.0	0.8&9.3&2.1	35.0*![inhibitor]	17.7&-17.8	8.6&16.2	-1.1&3.5&2.6	10.0&2.0&6.0	Cc1ccc(N(CC2=NCCN2)c2cccc(O)c2)cc1
1.0	-6.2&-0.9	100.0&116.0&104.0	3.7	99.0&103.0&97.0	24.1&-5.5	23.5&5.5	-9.5&1.3	-2.0&5.0&2.0	CN(C)CCCC1(c2ccc(F)cc2)OCc2cc(C#N)ccc21 (stereo not drawn)
-0.9	.	102.0	.	99.0	.	.	.	1.0	NC(N)=O
-1.3	6.5	97.0	-4.1	90.0	7.0	23.7	-0.4	-4.0	COc1ccc(C[C@H]2COC(=O)[C@@H]2Cc2ccc(OC3OC(CO)C(O)C(O)C3O)c(OC)c2)cc1OC (stereo partly drawn)
-1.9	2.1	96.0	.	91.0	8.6	25.1	-2.9	5.0	CCn1cc(C(=O)O)c(=O)c2cnc(N3CCNCC3)nc21
0.4	-2.7	110.0	5.3	116.0	6.9	23.9	6.0	4.0	CCC(NC(C)C)C(O)c1ccc(O)c2[nH]c(=O)ccc12 (stereo not drawn)
.	-10.1	98.0	.	100.0	20.5	-0.3	19.5	0.0	COc1cc2ncnc(Nc3cccc(Cl)c3)c2cc1OC
5.9	-3.0	99.0	2.2	111.0	28.4	4.8	3.7	2.0	CC1Cc2ccccc2N1NC(=O)c1ccc(Cl)c(S(N)(=O)=O)c1 (stereo not drawn)
2.8	2.0	96.0	0.3	103.0	-2.6	30.8	3.1	1.0	CC(C)=CCOc1c2ccoc2cc2oc(=O)ccc12
-1.2	9.6	32.0*[inhibitor]	7.9	67.0*[inhibitor]	-17.7	11.0	0.1	2.0	O=C(O)CCC(=O)c1ccc(-c2ccccc2)cc1
1.1	-14.7	107.0&100.0	.	109.0&104.0	12.4	4.7	3.6	1.0&2.0	CCCc1nc(C(C)(C)O)c(C(=O)O)n1Cc1ccc(-c2ccccc2-c2nn[nH]n2)cc1
10.2	-15.3	112.0	-1.8	95.0	-42.2	13.7	-2.4	4.0	Cc1cncn1CCc1nc2c3ccccc3nc(SCC(=O)Nc3cccc(Cl)c3)n2n1
2.6	.	102.0	3.6	100.0	.	.	.	1.0	CCc1ccc(CCOc2ccc(CC3SC(=O)NC3=O)cc2)nc1 (stereo not drawn)

# An excerpt; count on the stated rates, not on these rows.
